High-throughput results deposited in PubChem by several laboratories.
Rpn11 block: inhibitors of human proteasome Rpn11; AID 588493; calls only at 20 µM; human 26S proteasome, Ub4-pepOG fluorescence polarization; 20S core pre-blocked with epoxomicin; O00487; 0.59% of 360,000 active;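 active = inhibition at 20 µM, scaled to each plate's controls, above about 33%, limit read from the data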
CSN deneddyl inh: blocks human CSN-mediated cullin deneddylation | Q92905 | Purified CSN, SCF-Nedd8-OG deneddylation, fluorescence polarization | inhibition, % at 12.5 µM | 0.38% of 360,000 active | AID 651999;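 active = pattern-corrected inhibition above about 35%, with an unprinted fluorescence ratio check between 0.5 and 1.5, limit read from the data, passing the limit was not always enough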;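 note: 0% = enzyme with substrate and 100% = substrate without enzyme; some results filed as inactive read as strong as hits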
Target sequence (Q92905 whole entry, looked up, one chain of several): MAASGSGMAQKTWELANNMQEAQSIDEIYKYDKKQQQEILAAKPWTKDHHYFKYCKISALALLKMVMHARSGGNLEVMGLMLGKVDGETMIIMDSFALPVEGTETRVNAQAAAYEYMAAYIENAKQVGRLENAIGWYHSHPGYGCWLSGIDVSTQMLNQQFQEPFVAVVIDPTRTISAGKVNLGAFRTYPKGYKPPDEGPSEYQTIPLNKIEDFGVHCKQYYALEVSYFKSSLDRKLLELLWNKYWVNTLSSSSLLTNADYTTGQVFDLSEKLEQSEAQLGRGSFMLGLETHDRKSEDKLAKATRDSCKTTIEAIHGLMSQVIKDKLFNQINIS
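Assay system: HEK293T-derived human Csn5 enzyme; quantity: 0.24 nM enzyme; medium: Tris/NaCl/DTT buffer, pH 7.5; also added: substrate SCFSkp2-Nedd8OG, 10 nM; doses: 12.5 µM compound; schedule: 90 min reaction at room temperature; signal: FP; read-out: % inhibition of substrate cleavage by Csn5; benchmarks: substrate-only high control, full reaction low control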
FAS TE block: blocks the thioesterase domain of human fatty acid synthase; P49327; 0.67% of 360,000 active; recombinant FAS-TE, OMFH fluorogenic substrate, fluorescence endpoint; AID 602261; inhibition, % at 15 µM;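 active = compounds whose normalised, plate-corrected inhibition of enzyme fluorescence in the single-dose primary screen is 50% or more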;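 note: 0% = DMSO with enzyme and 100% = substrate without enzyme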
Rin1 Abl inh: human Rin1-Abl interaction inhibition | inhibition, % at 7.35 µM | 0.4% of 360,000 active | TR-FRET Rin1/Abl binding, biochemical; in the data active = inhibition above about 5%, passing the limit was not always enough
SKN-1 block: inhibitors of C. elegans SKN-1; 0.49% of 360,000 active; AID 624304; inhibition, % at 21.8 µM; C. elegans VP596 Pgst-4::GFP/RFP ratio, acrylamide-induced, 24 h;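 active = interference check ratio from 0.5 to 1.5 plus GFP to RFP signal ratio inhibition reaching or exceeding a fixed threshold, cut at about 30% in these data, passing the limit was not always enough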; note: some compounds called inactive have numbers as strong as hits
PABP1 MLLE inh: inhibitors of microRNA-mediated deadenylation, human PABP1 MLLE binding. GST-MLLE / FITC-PAM2 fluorescence polarization. 0.36% of 360,000 active. inhibition, % at 20 µM; in the data active = inhibition above about 35%, passing the limit was not always enough;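 note: plate controls were DMSO wells with GST-MLLE for no effect and wells lacking GST-MLLE protein for full effect; some results filed as inactive read as strong as hits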
Target sequence (P11940 whole entry, looked up): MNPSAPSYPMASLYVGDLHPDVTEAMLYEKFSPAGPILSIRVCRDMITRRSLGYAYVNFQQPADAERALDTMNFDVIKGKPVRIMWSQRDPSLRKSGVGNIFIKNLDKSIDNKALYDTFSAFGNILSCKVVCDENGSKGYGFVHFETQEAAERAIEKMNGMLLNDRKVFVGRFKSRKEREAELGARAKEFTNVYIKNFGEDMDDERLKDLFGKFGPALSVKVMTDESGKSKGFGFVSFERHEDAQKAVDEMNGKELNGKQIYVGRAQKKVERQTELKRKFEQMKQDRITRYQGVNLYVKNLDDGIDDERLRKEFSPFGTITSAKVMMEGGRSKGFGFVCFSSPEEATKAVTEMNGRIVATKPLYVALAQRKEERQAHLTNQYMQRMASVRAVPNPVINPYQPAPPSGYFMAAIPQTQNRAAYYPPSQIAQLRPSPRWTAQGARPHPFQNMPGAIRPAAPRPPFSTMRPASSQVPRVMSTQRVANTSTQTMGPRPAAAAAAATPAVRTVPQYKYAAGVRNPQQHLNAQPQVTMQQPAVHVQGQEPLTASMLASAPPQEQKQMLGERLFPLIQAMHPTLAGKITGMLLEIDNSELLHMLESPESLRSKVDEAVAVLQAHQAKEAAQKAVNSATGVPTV
MT1-MMP act inh: inhibitors of human MT1-MMP activation; GFP/RFP ratio change, % at 20 µM; HT1080 RFP-PRO-GFP cells, GFP/RFP ratio fluorescence, overnight; percent of plate control window, DMSO zero; 0.061% of 360,000 active; AID 651647; P50281;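 active = GFP/RFP ratio change of at least 30% with cell ATP level not reduced by more than half and red fluorescence within 50% of control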; note: strong numbers were not always called active
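Assay system: HT1080 cells carrying an RFP-PRO-GFP reporter | Dosing: Single dose of 20 µM compound, 1% DMSO final | Incubation: Cells overnight before dosing, compound overnight, 37 °C, 5% CO2 | Evaluation: GFP/RFP fluorescence ratio | Control set: DMSO and RFP-L50D-GFP cell wells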
Neddyl block: blocks human cullin neddylation; P61081+Q13564; TR-FRET cullin neddylation, biochemical; calls only at 25 µM; 0.58% of 360,000 active; in the data active = inhibition above about 36%
NadD block: NadD (S. aureus) enzyme inhibition; purified NadD enzyme, colorimetric absorbance read-out; inhibition, % at 20 µM; 0.78% of 360,000 active; AID 602399; in the data active = inhibition above about 26%; note: some compounds past the cut are filed as inactive
The depositor's hits bear a star; i = inactive; · = no result given.

SMILES	Rpn11 block	CSN deneddyl inh	FAS TE block	Rin1 Abl inh	SKN-1 block	PABP1 MLLE inh	MT1-MMP act inh	Neddyl block	NadD block
CCN(CCNC(=O)C1CCCN(S(=O)(=O)CC)C1)c1ccccc1 (stereo not drawn)	i	1	2	4	16	11	4	i	0
CCCn1nc(-c2nnc(-c3ccc(C)c(C)c3)o2)c2ccccc2c1=O	i	-4	-9	0	13	9	-5	i	-2
CN(C)C=NC(=O)c1cn(-c2ccc(F)cc2)c(=O)c2ccccc12	i	-3	-5	-2	4	7	-5	i	3
COc1ccc(-c2csc(-c3cccs3)n2)c(OC)c1	i	-5	38	0	11	10	-1	i	0
CC1CCN(C(=O)CCCl)c2ccccc21 (stereo not drawn)	i	-2	-7	3	-1	-3	0	i	-2
Cc1cccc(N(C)S(=O)(=O)c2ccc3[nH]cc(C(=O)N4CCOCC4)c(=O)c3c2)c1	i	1	-1	-3	27	2	1	i	-2
CCOc1ccccc1N(CC(=O)Nc1ccc(OC)cc1OC)S(=O)(=O)c1ccccc1	i	3	38	2	15	-4	4	i	2
O=C(Cn1nc([N+](=O)[O-])nc1Br)NC(c1ccccc1)c1ccccc1	i	4	32	-1	6	-30	2	i	-1
CC1CCCC(C)N1c1nnc(NC(=O)Cn2c(=O)oc3ccccc32)s1 (stereo not drawn)	i	-1	-4	-3	-9	-31	4	i	0
CC(=O)NC(c1ccccc1)c1nc(-c2ccc(S(C)(=O)=O)cc2)cs1 (stereo not drawn)	i	1	0	-3	1	-3	-4	i	0
Cc1ccccc1C(=O)Nc1ccc(-c2nc3ccc(C(=O)c4ccccc4)cc3[nH]2)cc1	i	-3	-2	8.5*	15	4	-3	i	5
Cc1c(CCOC(=O)c2cccc([N+](=O)[O-])c2)sc[n+]1CC(=O)c1ccccc1	i	-4	20	0	8	21	-4	i	8
COc1ccc(Br)cc1CN1CCCC(C(=O)N2CCCCC2)C1 (stereo not drawn)	i	2	-7	1	-7	-11	2	i	3
CCN(C(=O)COC(=O)c1c(C)noc1C)C1CCS(=O)(=O)C1 (stereo not drawn)	i	-4	-4	1	-9	-5	1	i	-3
O=C(CCc1ccccc1)NNC(=O)c1cccc(F)c1	i	-7	-6	-1	-7	13	1	i	0
COc1ccc(N(CC(=O)Nc2cc(C)ccc2OC)S(=O)(=O)c2c(C)noc2C)cc1	i	-3	26	-1	13	-2	0	i	-6
Cc1cccc(Cn2cnc3c(NS(C)(=O)=O)c(C)c(C)cc32)c1	i	-2	-5	3	-36	-4	-3	i	-2
CS(=O)(=O)NCC(c1ccco1)N1CCN(c2ccc(F)cc2)CC1 (stereo not drawn)	i	1	-6	-4	9	4	2	i	-2
O=C(Nc1ccccc1Cl)c1ccc(-n2cccn2)c([N+](=O)[O-])c1	i	-2	0	2	4	-4	0	i	3
COc1ccc(S(=O)(=O)N(C)c2ccc(C(N)=O)cc2)cc1	i	4	-3	-2	3	-1	10	i	-2

4 of the compounds above, with bars between the fields:
compound | Rpn11 block | CSN deneddyl inh | FAS TE block | Rin1 Abl inh | SKN-1 block | PABP1 MLLE inh | MT1-MMP act inh | Neddyl block | NadD block
Cc1cccc(Cn2cnc3c(NS(C)(=O)=O)c(C)c(C)cc32)c1 | i | -2 | -5 | 3 | -36 | -4 | -3 | i | -2
CS(=O)(=O)NCC(c1ccco1)N1CCN(c2ccc(F)cc2)CC1 (stereo not drawn) | i | 1 | -6 | -4 | 9 | 4 | 2 | i | -2
O=C(Nc1ccccc1Cl)c1ccc(-n2cccn2)c([N+](=O)[O-])c1 | i | -2 | 0 | 2 | 4 | -4 | 0 | i | 3
COc1ccc(S(=O)(=O)N(C)c2ccc(C(N)=O)cc2)cc1 | i | 4 | -3 | -2 | 3 | -1 | 10 | i | -2

More records follow.
SMILES	Rpn11 block	CSN deneddyl inh	FAS TE block	Rin1 Abl inh	SKN-1 block	PABP1 MLLE inh	MT1-MMP act inh	Neddyl block	NadD block
CCOC(=O)c1ccc2nc(C)c3c(c2c1)OC(C)C3 (stereo not drawn)	i	4	0	-1	6	-6	1	·	1
COc1cccc(CNc2nc(NCC3CC3)nc3ccsc23)c1OC	i	-2	-2	-1	18	-13	0	i	-8
CC1(C)Cc2nc3sc4c(=O)n(CC(=O)NCc5ccccc5)cnc4c3cc2CO1	i	3	-9	1	-19	-1	1	i	4
O=C1CSC(c2cccc([N+](=O)[O-])c2)N1c1ccccc1 (stereo not drawn)	i	-3	-10	8	7	3	4	i	-3
CCCN(CCC)C(=O)NC1CC(=O)N(c2ccc(OC)cc2)C1 (stereo not drawn)	i	1	-9	-4	-1	7	3	i	0
CCC(C)n1c(SCC(=O)Nc2ccccc2C(F)(F)F)nc2ccsc2c1=O (stereo not drawn)	i	-6	15	-3	10	8	-1	i	-2
COc1cc(NC(=O)NCC2CCN(Cc3ccccc3F)CC2)cc(OC)c1	i	-1	-2	0	-1	6	1	i	-7
COc1ccc2nc(SCC(=O)NCC3CCCO3)c(C#N)cc2c1 (stereo not drawn)	i	-2	3	-3	10	0	-3	i	3
O=C(NCc1cccs1)c1ccccc1C(=O)NCc1cccs1	i	8	-6	-4	30	-1	-3	i	3
Cc1ccc(S(=O)(=O)C[C@@H]2OC3CCCCC3N2S(=O)(=O)c2ccc(C)cc2)cc1 (stereo partly drawn)	·	-2	·	·	4	·	0	i	·
N/C(=N\OC(=O)CCc1ccccc1)c1ccccc1Cl	i	-5	-1	-1	4	3	-1	i	1
Cc1ccc(OCc2nnc(SCC(=O)Nc3sc(C)c(C)c3C#N)n2C)cc1	i	-5	-14	3	2	6	4	i	-1
COc1cc(/C=N/NC(N)=S)cc(Br)c1OCc1ccccc1F	i	4	2	0	-11	-9	-36	i	-2
CCC(=O)Oc1ccc(C2NC(=O)c3ccccc3O2)cc1OC (stereo not drawn)	i	-3	-2	1	-19	-7	-2	i	-6
O=S(=O)(NCc1ccc(F)cc1)c1ccc(-c2cnc(C3CC3)o2)cc1	i	3	5	1	13	5	-2	i	-6
C[C@@H](C(=O)Nc1ccc2ccccc2c1)[C@H]1C[C@]1(C)[C@H](NC(=O)OCc1ccccc1)c1ccccc1	i	-5	22	1	7	6	-4	i	7
CCCCOc1ccc(S(=O)(=O)NC(=O)C2(C)CCN2C(=O)Cc2ccccc2Cl)cc1 (stereo not drawn)	i	-3	-6	0	-17	1	-2	i	-2
COc1ccc(CCN(C)C(=O)CNC(=O)c2ccc3c(c2)OCO3)cc1OC	i	-1	-6	-3	0	-2	3	i	1
Cc1ccc(OCCOc2cccc(/C=N/NC(N)=O)c2)cc1	i	-6	-6	0	20	-3	2	i	-2
O=C(c1ccc(F)cc1)N1CCN(c2ccc([N+](=O)[O-])c(N3CCCCC3)c2)CC1	i	-1	28	-6	7	-10	-1	i	-4
COc1ccc(/C=N/N=C2/NC(=O)C(CC(=O)O)S2)cc1OCc1ccc(Cl)cc1Cl (stereo not drawn)	i	0	-5	-6	-12	-75	1	i	36*
CC(=O)CSc1nc2ccccc2o1	i	4	-8	1	-9	33	-1	i	-6
COc1ccccc1N1CC(C(=O)Nc2nnc(SCC(=O)NC(C)C)s2)CC1=O (stereo not drawn)	i	-3	-6	-1	-1	12	-7	i	-2
NS(=O)(=O)c1ccc(NC(=O)N[C@@H](Cc2ccccc2)C(=O)O)cc1	i	2	-5	2	8	1	2	i	2
CC(=O)Nc1ccc(S(=O)(=O)Nc2nc3ccccc3nc2Nc2ccc(O)cc2)cc1	i	2	-3	1	3	3	3	i	-4
COc1ccc(CN(N=O)C2CC(=O)N(c3ccc(OC)cc3)C2=O)cc1 (stereo not drawn)	i	0	-2	0	0	10	1	i	-4
O=S1(=O)CC(N2CC=CC2)CN1Cc1cn(Cc2cccc(C(F)(F)F)c2)nn1 (stereo not drawn)	·	-2	-8	·	5	·	0	i	-1
CC(c1ccccc1)N1C(=O)c2ccc(C(=O)NCc3ccco3)cc2C1=O (stereo not drawn)	i	3	-25	-1	-1	8	2	i	-2
O=C(COC(=O)c1cc(S(=O)(=O)N2CCCC2)ccc1O)Nc1ccc(F)cc1F	i	-4	-6	-2	-6	-14	1	i	-3
COc1ccc(C)cc1NC(=O)C(=O)NCc1ccncc1	i	-3	-6	-3	23	5	1	i	1
CN(C)c1ccc(C(=O)N(Cc2ccccc2)Cc2ccccc2)cc1	i	-1	13	-3	-5	1	1	i	7
COc1ccc(C(=O)NCc2ccc(C)cc2)cc1S(=O)(=O)N1CCCC1	i	-2	4	2	1	-3	-2	i	-1
NS(=O)(=O)c1cc(C(=O)OCC(=O)c2ccccc2)c(Cl)cc1Cl	i	-18	4	3	0	9	4	i	6
Cc1c(Cl)cccc1NC(=O)CC(NCCN1CCOCC1)C(=O)O (stereo not drawn)	i	1	-5	-2	-6	-9	1	i	-4
CCNC(=O)C1(C)CCCN(C(=O)c2ccc3sccc3c2)C1 (stereo not drawn)	i	-4	-8	-4	-11	-2	6	i	0
COc1ccc(C(C)(O)c2nc(-c3csc4ccccc34)cs2)cc1 (stereo not drawn)	i	4	21	-1	7	-6	-6	i	-5
O=C(O)C1CCN(Cc2ccccn2)CC1	i	-10	-1	-1	3	7	-1	i	-2
O=C(Nc1ccc(Cl)c(Cl)c1)Nc1ccon1	i	1	9	2	46*	-10	-8	i	-6
c1ccc2nc(N3CCN(Cc4ccc5c(c4)OCO5)CC3)cnc2c1	i	-12	6	6	-1	-12	-1	i	3
O=C(Nc1ccncc1)c1ccc(Cl)c(S(=O)(=O)N2CCCC2)c1	i	-7	-2	4	-8	6	-3	i	-6
COc1ccc(CNCc2cccc(OC)c2OC)cc1Br	i	-9	-2	-2	-8	-11	6	i	-2
CC1=C(C(=O)OCC(C)C)C(c2ccsc2)NC(=O)N1 (stereo not drawn)	i	-1	-9	2	-5	-4	1	i	5
O=C(/C=C/c1ccccc1)N/C(=C/c1ccccc1)C(=O)Nc1ccccc1O	i	1	-4	-4	7	-18	-7	i	11
CC(=O)C1=C(O)C(=O)N(Cc2ccco2)C1c1ccccc1F (stereo not drawn)	i	-1	-8	2	-8	21	4	i	-3
CC(=O)Nc1ccc(/C=N/NC(=O)CNS(=O)(=O)c2ccccc2)cc1	i	1	-9	1	5	2	-2	i	-3
COc1ccc(S(=O)(=O)N2CCN(C(=O)NC3CCCCC3)CC2)cc1OC	i	-4	-4	3	7	15	5	i	3
COC(=O)c1ccccc1NC(=O)c1cc(-c2ccc(C)cc2)on1	i	-1	0	2	-5	3	-4	i	-2
NS(=O)(=O)c1ccc(CCNC(=O)Cc2ccccc2[N+](=O)[O-])cc1	i	-15	0	2	6	-4	2	i	3
CC1CCN(S(=O)(=O)c2ccc(NC(=O)Cc3ccc(S(=O)(=O)N4CCOCC4)s3)cc2)CC1	i	1	43	3	13	-35	-10	i	-2
Cc1ccccc1C(=O)Nc1ccnn1C1CCN(Cc2ccc(CO)o2)CC1	i	4	-8	4	5	-9	3	i	-5
Nc1nc(-c2ccc(Cl)cc2)c(S(=O)(=O)c2ccccc2)s1	i	-1	14	2	-2	-4	6	i	0
CC(=O)NC1=NN(C(C)=O)C(C)(CC(=O)OC(C)(C)C)S1 (stereo not drawn)	i	2	-3	-2	3	3	0	i	-6

NadD block: hit marks shown above
SMILES | Rpn11 block | CSN deneddyl inh | Rin1 Abl inh | SKN-1 block | PABP1 MLLE inh | MT1-MMP act inh | Neddyl block | NadD block
COc1ccc(/C=N/N=C2/NC(=O)C(CC(=O)O)S2)cc1OCc1ccc(Cl)cc1Cl (stereo not drawn) | i | 0 | -6 | -12 | -75 | 1 | i | 36*
